Bioassay records deposited in PubChem by National Center for Advancing Translational Sciences (NCATS).
JMJD2A Tudor: JMJD2A Tudor domain (human) inhibition | O75164 | AlphaScreen JMJD2A-Tudor / H3K4me3 peptide binding | Potency, µM (titrated, usually from 114 µM), without a hit: at the highest dose activity change, negative = inhibition, most hits filed as inhibitors | hit rate 4.4% among 390,000; further: on the % scale 0 is the no-effect control and ±100 the full control effect; nearly all actives have a fitted effect of over 50% in size
HP1b chromo inh: inhibitors of HP1-beta chromodomain binding to methylated histone tails | P83916 | AlphaScreen HP1-beta / biotin-H3K9me3 peptide binding | Potency, µM (titrated, usually from 114 µM), without a hit: at the highest dose activity change, negative = inhibition, hits mostly inhibitors | hit rate 0.56% among 390,000; further: nearly all actives have a fitted effect of over 70% in size; inactives centre near 23
Target sequence (P83916 whole entry, looked up): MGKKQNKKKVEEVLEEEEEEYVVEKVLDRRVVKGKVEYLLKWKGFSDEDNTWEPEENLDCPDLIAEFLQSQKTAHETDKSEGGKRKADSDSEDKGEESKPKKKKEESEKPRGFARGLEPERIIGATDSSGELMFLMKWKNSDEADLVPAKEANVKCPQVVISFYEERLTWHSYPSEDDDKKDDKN
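HP1-beta protein (50 nM final) preincubated 30 min at room temperature with biotinylated H3(1-18)K9me3 peptide (50 nM) in PBS pH 7.4, 0.01% Tween-20, then compound added for 30 min. AlphaScreen streptavidin donor/nickel chelate acceptor beads (10 ug/mL final), 30 min dark, luminescence read.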
GLS inh: inhibitors of human glutaminase (GLS); Potency, µM (top dose mostly 45.5 µM), for inactives: at the top dose activity change, negative = inhibition, actives largely listed as inhibitors; hit rate 0.21% among 410,000; O94925; GLS enzymatic activity, qHTS titration; further: on the % scale 0 is the no-effect control and ±100 the full control effect
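hKGA in 45 mM KH2PO4 (pH 8.2), 0.02% Tween-20 with compound, then 1mM L-Glutamine (stock as added) plus glutamate oxidase/HRP/Amplex red coupling mix. Fluorescence read initially and after 30 min at RT; signal change reflects glutamate formation.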
Pin1 inh: blocks the human prolyl isomerase Pin1; Q13526; Pin1 FP peptide displacement, HiFluor488, 10 min; Potency, µM (highest dose often 115 µM), for the others: at the highest dose activity, negative = inhibition, usual class: inhibitors; hit rate 0.009% among 390,000; active means well fitted inhibition curve with a large enough effect in the polarisation, with a control signal flat, not every such curve was filed as active; inconclusive means small, poorly fitted or top-dose-only effect, or effect the other way, or a change in a side signal; inactive means no such curve, though single readings can be large or run the other way; the % refers to the polarisation; further: on the % scale 0 is the no-effect control and ±100 the full control effect
ALOX12 inh: inhibitors of human 12S-lipoxygenase ALOX12. P18054. hit rate 1.1% among 580,000. purified 12hLO, xylenol orange hydroperoxide absorbance. Potency, µM (titrated, usually from 108 µM), without a hit: top-dose activity change, negative = inhibition, hits mostly inhibitors; further: on the % scale 0 is the no-effect control and ±100 the full control effect
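Purified human 12hLO (150 nM final) in 25 mM Hepes, 0.01% Triton X-100, pH 7.0 was preincubated 15 min at room temperature with compound. Then 40 uM arachidonic acid was added, 30 min. Hydroperoxide was read by Fe-XO absorbance ratio 573/405 nm.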
RGS4 inh: human RGS4 inhibition. P49798. Transcreener GDP fluorescence polarization, RGS4-accelerated GTP hydrolysis. Potency, µM (top dose mostly 114 µM), inactives show top-dose activity change, negative = inhibition, most hits filed as inhibitors. hit rate 0.039% among 390,000; further: on the % scale 0 is the no-effect control and ±100 the full control effect; nearly all actives have a fitted effect of over 75% in size; some results filed as inactive show a strong effect at the top dose
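MLSMR compounds (23 nl, pin-transferred) preincubated 10 min at room temperature with a 500nM (2x) first reagent, then RGS4 at 900nM (2x) plus Transcreener GDP mix added; fluorescence polarization (620/688 nm) read before and after 90 min at 30 °C.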
PGK inhibitor: T. brucei PGK inhibition | AID 602233 | PGK/GAPDH coupled, Kinase-Glo luminescence, 60 min | hit rate 0.043% among 380,000 | P07378 | Potency, µM (series often up to 57.5 µM), without a hit: at the highest dose activity change, negative = inhibition, actives largely listed as inhibitors; further: on the % scale 0 is the no-effect control and ±100 the full control effect; nearly all actives have a fitted effect of over 60% in size
Target sequence (P07378 whole entry, looked up): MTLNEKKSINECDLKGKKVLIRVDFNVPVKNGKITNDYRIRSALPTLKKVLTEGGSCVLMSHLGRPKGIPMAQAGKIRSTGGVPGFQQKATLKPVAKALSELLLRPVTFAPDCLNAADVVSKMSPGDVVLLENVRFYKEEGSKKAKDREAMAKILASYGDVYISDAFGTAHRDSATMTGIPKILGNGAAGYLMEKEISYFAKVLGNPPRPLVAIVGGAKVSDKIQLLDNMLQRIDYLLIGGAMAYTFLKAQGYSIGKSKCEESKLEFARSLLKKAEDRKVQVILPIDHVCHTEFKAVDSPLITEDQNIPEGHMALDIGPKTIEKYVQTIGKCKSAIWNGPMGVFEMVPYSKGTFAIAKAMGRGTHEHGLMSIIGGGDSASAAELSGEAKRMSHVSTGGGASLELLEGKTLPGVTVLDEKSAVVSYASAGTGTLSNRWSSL
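Luminescent ATP detection (Kinase-Glo Plus) follows a 60-minute room-temperature incubation, with wells lacking PGK as controls. Buffer: 100 mM TEA (pH 7.6), 5 mM MgCl2, 0.01% Tween-20. Coupling enzyme GAPDH (100 nM final) supplies unstable 1,3-BPG in-well.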
ERG-DNA inh: inhibitors of human ERG Ets domain-DNA interaction | P11308 | fluorescence polarization, His-ERG Ets domain / labelled DNA | Potency, µM (doses to about 76.9 µM), for inactives: top-dose FP activity, negative = inhibition, hits mostly inhibitors | hit rate 0.028% among 370,000; active means well fitted inhibition curve with a large enough effect in the polarisation, with a control signal flat; inconclusive means small, poorly fitted or top-dose-only effect, or effect the other way, or a change in a side signal; inactive means no such curve, though single readings can be large or run the other way; the % refers to the polarisation;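 further: polarization taken with two DNA probes labelled with fluorescein and Texas red; % of control where 0% means no effect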
Target sequence (P11308 whole entry, looked up, the tested form may be a part): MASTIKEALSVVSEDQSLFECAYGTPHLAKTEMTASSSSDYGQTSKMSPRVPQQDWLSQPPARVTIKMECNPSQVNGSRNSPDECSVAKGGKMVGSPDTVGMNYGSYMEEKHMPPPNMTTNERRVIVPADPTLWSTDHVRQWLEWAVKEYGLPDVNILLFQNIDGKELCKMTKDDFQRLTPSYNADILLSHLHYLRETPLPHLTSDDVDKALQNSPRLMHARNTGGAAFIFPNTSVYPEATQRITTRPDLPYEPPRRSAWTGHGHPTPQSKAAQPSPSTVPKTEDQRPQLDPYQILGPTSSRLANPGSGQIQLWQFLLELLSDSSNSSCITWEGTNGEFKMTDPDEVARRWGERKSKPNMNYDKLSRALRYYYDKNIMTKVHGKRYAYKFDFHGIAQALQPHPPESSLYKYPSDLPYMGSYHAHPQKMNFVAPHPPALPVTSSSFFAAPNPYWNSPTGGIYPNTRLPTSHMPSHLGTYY
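His-tagged ERG Ets domain (1 uM in the protein solution; 300mM KCl, 50mM Tris-HCl, 1mM EDTA, 1mM DTT, pH 7.5) received compound, then a probe mix of 5 nM fluorescein-DNA and 100nM Texas-615-DNA. Fluorescence polarization was read for both dyes.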
rTrxR1 inhibitor: rat TrxR1 inhibition; Potency, µM (titrated, usually from 114 µM), inactives show at the top dose activity change, negative = inhibition, hits mostly inhibitors; hit rate 1% among 390,000; O89049; recombinant rTrxR1, NADPH fluorescence consumption, selenite substrate; further: on the % scale 0 is the no-effect control and ±100 the full control effect; nearly all actives have a fitted effect of over 65% in size
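Rat TrxR1 (90 nM in the dispensed reagent) was pre-reduced with 400 uM NADPH for 5 min at room temperature, then incubated with compound for 15 min. After 400 uM selenite was added, NADPH fluorescence (Ex 340/Em 450 nm) was followed for 8 min.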
* marks the source's active call; other numbers are inactive results; i = inactive; ? = inconclusive; . = not tested or not shown; [ ] = dose if it differs, or a comment. Unless noted, the call rests on the fitted dose curve; in most records, active means well fitted curve in the direction sought with a large enough effect; inconclusive means small, poorly fitted or top-dose-only effect, or another doubt; inactive means no such curve, though single readings can be large; an effect the other way counts as inactive or inconclusive. Potency means the concentration at half of the fitted maximal effect. An excerpt; rates above refer to the full screens.

1: O=C(CC1CCCC1)NCCc1cn2ccccc2n1
2: COc1ccc(CNC(=O)CC(C)c2ccccc2)cc1 (configuration not stated)
3: Cc1ccc(S(=O)(=O)NCCC(=O)O)cc1
4: Cc1cc(C)n(-c2nc(SCCN(C)C)c3c4c(sc3n2)COC(C)(C)C4)n1
5: O=C(COc1ncnc2c(Cl)cc(Cl)cc12)NCCC1=CCCCC1
6: Cc1cc(C)cc(N(CC(=O)NC(C)(C)C)C(=O)CNC(=O)c2cccs2)c1
7: CCOc1ccccc1C(=O)NCC(=O)Nc1ccc(-c2ccccc2)cc1
8: CCc1cccc(CC)c1-n1nnc2c(sc3nc(C)cc(C)c32)c1=O
compound no.	1	2	3	4	5	6	7	8
JMJD2A Tudor	-1%	10%	-7%	-34%	-6%	-4%	-18%	-31%
HP1b chromo inh	42%[activator]	31%	29%	-6%	46%	-1%	1%	10%
GLS inh	2%	-8%	10%	4%	8%	-1%	11%	-11%
Pin1 inh	-3%	3%	0%	5%	10%	2%	6%	0%
ALOX12 inh	4%	0%	1%	22%	5%	-11%	-3%	-18%
RGS4 inh	-2%	0%	26%	44%	4%	10%	4%	11%
PGK inhibitor	1%	-8%	1%	-1%	-2%	-7%	1%	-4%
ERG-DNA inh	8%	1%	1%	-12%	1%	-2%	-7%	-3%
rTrxR1 inhibitor	7%[57.1 µM]	20%	-5%	17%	0%	-7%[57.1 µM]	6%[57.1 µM]	18%

9: O=C(NCc1ccncc1)C(=O)NCC1OCCN1S(=O)(=O)c1cc(F)ccc1F (configuration not stated)
10: COC(=O)c1ccc2c(c1)NC(=O)c1ccccc1S2
11: COC(=O)c1c(NC(=S)Nc2cc(OC)c(Cl)cc2OC)sc2c1CCCCC2
12: CCOC(=O)CNC(=O)C(Cc1ccccc1)NS(=O)(=O)c1ccc2c(c1)CCC(=O)N2 (configuration not stated)
13: COc1ccc(Cl)cc1NC(=O)c1cc(-c2cc(C)ccc2O)n[nH]1
14: O=C(Nc1ccccc1)c1cccc(S(=O)(=O)NC2CCCC2)c1
15: COCCOC(=O)C1=C(C)NC(=O)NC1c1cccc2ccccc12 (configuration not stated)
16: O=C1c2ccccc2-c2c1cccc2C(=O)N1CCCCC1
compound no.	9	10	11	12	13	14	15	16
JMJD2A Tudor	-10%	-1%	50µM*	-9%	-16%	-4%	5%	2%
HP1b chromo inh	38%	22%	-38%	33%	4%	23%	31%	14%
GLS inh	-8%	3%	13%	-1%	-13%	-8%	0%	-2%
Pin1 inh	-1%	-6%	2%	-8%	-6%	14%	-3%	2%
ALOX12 inh	i	-13%	40µM*	0%	8%	0%	8%	0%
RGS4 inh	6%	-22%	-12%	17%	8%	23%	2%	18%
PGK inhibitor	3%	1%	-3%	1%	-4%	-3%	-7%	-2%
ERG-DNA inh	17%	-6%	-5%	-11%	26%	-5%	-9%	-1%
rTrxR1 inhibitor	-13%	13%	-14%	-5%	32%	-2%	4%	-5%

17: Cc1ccc(C)c(Cn2c3ccccc3c3cnn(CC(=O)NCCCN4CCCCC4)c(=O)c32)c1
18: Cc1noc(C)c1S(=O)(=O)Nc1ccc2c(c1)CC(=O)N([C@H](C)CO)C[C@H](C)[C@@H](CN(C)CC1CC1)O2
19: O=C(Nc1ccc2nc(-c3cccnc3)[nH]c2c1)C12CC3CC(CC(C3)C1)C2
20: Cc1cc(C)c(C(=O)CSc2n[nH]c(=O)n2C2CC2)cc1C
21: CCc1ccccc1NC(=O)CNC(=O)CCc1nc2sc3c(c2c(=O)[nH]1)CCCC3
22: O=C(CSc1ccccn1)N/N=C/c1c[nH]c2ccccc12
23: O=C(Nc1nc(-c2ccncc2)cs1)C1COc2ccccc2O1 (configuration not stated)
24: O=C(Nc1ccc(C(=O)O)cc1)/C(=C\c1ccco1)NC(=O)c1ccccc1Cl
compound no.	17	18	19	20	21	22	23	24
JMJD2A Tudor	?	2%	-9%	-15%	?	-12%	50µM*	-7%
HP1b chromo inh	3%	40%[activator]	36%	15%	-4%	40%[activator]	?	?
GLS inh	-7%	21%	-22%	-8%	1%	12%	-13%	8%
Pin1 inh	0%	-1%	-3%	2%	93%[activator]	-5%	11%	?
ALOX12 inh	-20%	8%	26%	28%[57.4 µM]	?	4%	14µM*	?
RGS4 inh	21%	-7%	-16%	-37%	?	8%	?	-15%
PGK inhibitor	-3%	-9%	2%	-6%	-19%	5%	-12%	i
ERG-DNA inh	16%	0%	-3%	-7%	26%	7%	-6%	-1%
rTrxR1 inhibitor	11%	13%	11%	8%	-7%	13%	7%	-18%[57.1 µM]

A different layout for 3 compounds above.
No.	molecule	JMJD2A Tudor	HP1b chromo inh	GLS inh	Pin1 inh	ALOX12 inh	RGS4 inh	PGK inhibitor	ERG-DNA inh	rTrxR1 inhibitor
20	Cc1cc(C)c(C(=O)CSc2n[nH]c(=O)n2C2CC2)cc1C	-15%	15%	-8%	2%	28%[57.4 µM]	-37%	-6%	-7%	8%
21	CCc1ccccc1NC(=O)CNC(=O)CCc1nc2sc3c(c2c(=O)[nH]1)CCCC3	?	-4%	1%	93%[activator]	?	?	-19%	26%	-7%
22	O=C(CSc1ccccn1)N/N=C/c1c[nH]c2ccccc12	-12%	40%[activator]	12%	-5%	4%	8%	5%	7%	13%

(continued)
25: O=C(COC(=O)C1CC2C=CC1C2)Nc1cccc(S(=O)(=O)N2CCCCC2)c1 (configuration not stated)
26: O=C(CCc1c[nH]c2ccccc12)NCC1COc2ccccc2O1 (configuration not stated)
27: Cc1cc(C)cc(N2C(=O)CSC2c2ccccn2)c1 (configuration not stated)
28: CC(=O)c1ccc(NS(=O)(=O)c2cc3c(cc2C)N(C(C)=O)CCO3)cc1
29: Cc1ccc(C)c(NC(=O)C(OC(=O)c2ccc(C)s2)c2ccccc2)c1 (configuration not stated)
30: Cc1ncc([N+](=O)[O-])n1CC(=O)NCc1ccccc1
31: Cc1ccc2c(CSc3nnc(C4CC4)n3N)cc(=O)oc2c1C
32: O=C1c2ccccc2C(=O)N1c1cc([N+](=O)[O-])ccn1
compound no.	25	26	27	28	29	30	31	32
JMJD2A Tudor	-16%	-24%	-14%	-7%	-11%	-6%	-10%	6%
HP1b chromo inh	49%[activator]	24%	35%	38%	4%	23%	16%	48%[activator]
GLS inh	0%	-14%	-1%	12%	6%	-2%	0%	-19%
Pin1 inh	4%	-5%	1%	3%	1%	5%	-5%	-8%
ALOX12 inh	-25%	-13%	-5%	-12%	-24%	-5%	-15%	8%
RGS4 inh	-9%	-5%	-9%	-4%[11.4 µM]	18%	-8%	10%	-26%
PGK inhibitor	-1%	6%	4%	0%	-4%	-7%	-7%	i
ERG-DNA inh	-3%	0%	5%	0%	3%	2%	8%	8%
rTrxR1 inhibitor	4%[57.1 µM]	15%[57.1 µM]	14%[57.1 µM]	-22%	11%	11%	13%	14%[57.1 µM]

33: Cc1ccc(NC(=O)CSc2nnc(CNC(=O)c3ccco3)n2C)cc1C
34: C=CCNC(=O)c1ccccc1NC(=O)COc1ccc(OC)cc1
35: Cn1c(SCC(=O)Nc2ccccc2)nc2c([nH]c3ccccc32)c1=O
36: CC(C)(C)c1cc(C(=O)Nc2cccnc2)cc(C(=O)Nc2cccnc2)c1
37: Cc1noc(C)c1CSCC(=O)Nc1ccc(Br)cc1Cl
38: CCOC(=O)c1cnc(-c2ccccc2)nc1Oc1ccccc1
39: Cc1cc(=O)[nH]c(CN2CCOCC2)n1
40: Cc1ccc(-c2cc(C(=O)N/N=C/C=C/c3ccco3)c3ccccc3n2)cc1C
compound no.	33	34	35	36	37	38	39	40
JMJD2A Tudor	-6%	-10%	-9%	-21%	3%	216%[activator]	?	-9%
HP1b chromo inh	29%	19%	10%	4%	49%[activator]	201%[activator]	-4%	21%
GLS inh	-3%	5%	4%	-12%	1%	-6%	3%	-1%
Pin1 inh	5%	-14%	9%	-2%	5%	5%	-10%	35%[activator]
ALOX12 inh	-1%	-3%	8%	0%	-21%	22%	-1%	-26%
RGS4 inh	8%	-9%	-31%	-11%	-5%	-32%	1%	-25%
PGK inhibitor	-2%	10%	-11%	-8%	0%	-7%	9%	-4%
ERG-DNA inh	-6%	-6%	6%	4%	-1%	-3%	16%	-8%
rTrxR1 inhibitor	-12%	2%	11%	7%[57.1 µM]	6%	24%[57.1 µM]	-3%[57.1 µM]	-25%

41: Cc1ccc(C)c(NC(=O)CSc2nc(=O)n(Cc3ccccn3)c3c2CCC3)c1
42: CCNC(=O)N(CCOC)CC1CCCN(C2Cc3ccccc3C2)C1 (configuration not stated)
43: COc1ccc(CC(=O)N(C)CC(=O)Nc2ccccc2C(F)(F)F)cc1S(=O)(=O)N1CCOCC1
44: COc1ccc(NC(=O)CSc2nc(-c3ccccc3)[nH]c2-c2ccccc2)cc1OC
45: O=C(O)c1ccc(S(=O)(=O)c2ccc3c(c2)C(=O)N(c2ccccc2[N+](=O)[O-])C3=O)cc1
compound no.	41	42	43	44	45
JMJD2A Tudor	2%	-10%	-10%	?	-5%
HP1b chromo inh	29%	28%	2%	?	41%[activator]
GLS inh	1%	-4%	14%	-9%	-2%
Pin1 inh	-2%	1%	1%	3%	-20%
ALOX12 inh	-27%	-3%	.	0%	-3%
RGS4 inh	-14%	-11%	?	-11%	-6%
PGK inhibitor	-3%	0%	-8%	-4%	-1%
ERG-DNA inh	-4%	-12%	9%	7%	-27%
rTrxR1 inhibitor	9%[57.1 µM]	8%	39%	8%	10%
